Vc quorum ag = induces V. cholerae light production without autoinducers. V. cholerae BH1578 lux reporter, luminescence, 6 h. activation, % at 18.7 µM. hit rate 0.16% among 350,000; in the data active = activation mostly above about 9.7%, no sharp cut-off; note: not every result past the cut was called active; inactives centre near 0; reference of the scale not given here
TcdB GH inh = blocks C. difficile toxin B glycohydrolase activity; P18177; TcdB glycohydrolase enzymatic assay, plate reader; inhibition, % at 9.99 µM; hit rate 0.24% among 350,000; in the data active = inhibition above about 10%
Anthrax LF prot = anthrax lethal factor protease inhibition. P15917. multiplex microsphere protease cleavage assay, LF. inhibition, % at 10 µM. hit rate 0.12% among 360,000; note: plate controls were buffer without enzyme for full effect and enzyme alone for no effect
PriA SSB inh = K. pneumoniae PriA-SSBct interaction inhibition. AlphaScreen SSBct-PriA binding, biotinylated peptide. inhibition, % at 33 µM. hit rate 0.6% among 430,000. AID 1272365; in the data active = inhibition mostly above about 37%, no sharp cut-off; inactive = mostly below about 20%;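 note: plate controls were negative control peptide for no effect and reference peptide for full effect; strong numbers were not always called active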
Yp Topo-I inh = inhibitors of Yersinia pestis topoisomerase I | Y. pestis Topo-I cleavage product accumulation, plate reader | activity, % at 10 µM | hit rate 0.064% among 360,000 | AID 504884; in the data active = activity above about 50%, passing the limit was not always enough; note: inactives centre near 2
3CLpro inhibitor = SARS-CoV 3CLpro protease inhibition | AID 1706 | P0C6X7 | recombinant SARS-CoV 3CLpro, quenched FRET peptide cleavage | inhibition, % at 6 µM | hit rate 0.14% among 290,000; in the data active = inhibition above about 12%
BoNT-A LC inh2 = BoNT A light chain protease inhibition; multiplex microsphere protease substrate cleavage, flow cytometry; inhibition, % at 10 µM; hit rate 0.17% among 360,000; AID 588499; note: plate controls were buffer without enzyme for full effect and enzyme alone for no effect
PfHsp40 rescue = rescue of PfHsp40-mediated yeast toxicity; S. cerevisiae expressing PfHsp40, growth rescue, ATP luminescence; growth rescue, % at 12.5 µM; hit rate 0.68% among 340,000; AID 504582; in the data active = growth rescue above about 28%, passing the limit was not always enough;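 note: yeast W303a lacking pdr1 and pdr3 grown in galactose medium; growth measured after three days at 30 °C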
CCHF vOTU inh = blocks the CCHF virus ovarian tumor domain protease | CCHFV vOTU protease, Pep-AMC fluorescence | inhibition, % at 11.5 µM | hit rate 0.55% among 370,000; in the data active = inhibition above about 30%; note: 0% = vehicle wells with enzyme and 100% = no enzyme wells
VHR inh abs = blocks human VHR1 dual specificity phosphatase; P51452; recombinant VHR phosphatase, pNPP absorbance; inhibition, % at 13.3 µM; hit rate 0.52% among 290,000; in the data active = inhibition above about 50%; note: some compounds called inactive have numbers as strong as hits
Numbers without * were called inactive; i = inactive; . = not tested or not shown; & = joins results of further samples. Cut-off read from the data, not from the text of the source, unless noted: active = inhibition above about 30%; inconclusive = no clear call, values can overlap the other calls; inactive = below that. This is a subset; count on the stated rates, not on these rows.

SMILES	Vc quorum ag	TcdB GH inh	Anthrax LF prot	PriA SSB inh	Yp Topo-I inh	3CLpro inhibitor	BoNT-A LC inh2	PfHsp40 rescue	CCHF vOTU inh	VHR inh abs
O=C(CCS(=O)(=O)c1ccccc1)Nc1ccc(S(=O)(=O)Nc2ncccn2)cc1	-0.4	-0.9	10	-3	14	0	-7.7	1.7	-4	2
Cc1ccc(C(C(=O)NCC2CCCO2)N(C(=O)c2snc(C(N)=O)c2N)c2ccccc2)o1 (stereo not drawn)	-0.4	1.0	1	-6	21	0	0.3	0.1	1	15
CC(C)(C)c1cc(C2=CSC3=NCCN23)cc(C(C)(C)C)c1O	i	.	-3	8	0	-4	1.6	2.8	.	10
C=CCN(CC(=O)NCc1ccc(OC)cc1)C(=O)c1csnn1	i	.	-3	-18	4	-4	2.5	-0.4	-1	-15
O=S(=O)(O)c1cc(O)c2c(O)c(N=Nc3cc(Cl)ccc3O)c(S(=O)(=O)O)cc2c1	i	.	-17	58*	65*	6	-8.5	16	.	20
Cc1ccc(NC(=O)CCc2c[nH]c3ccccc23)nc1	-0.4	0.6	.	15	-7	2	.	-1.9	0	14
O=C(Oc1ccc2ccc(=O)oc2c1)c1ccc([N+](=O)[O-])cc1	i	-0.7	0	2	-2	-2	-4.9	0.3	-310	0
O=C1CCc2cc(S(=O)(=O)NCc3ccc(Cl)cc3)cc3c2N1CC3	i	-0.2	1	-1	2	.	-3.7	0.5	-8	.
O=C(NC(=O)c1ccccc1)Nc1ccccc1O	-0.8	0.3	-10	-9	3	-6	0.2	.	21	38
COc1ccc(CCn2c(-c3cc([N+](=O)[O-])cc([N+](=O)[O-])c3)nc3nc4ccccc4nc32)cc1OC	-0.3	.	0	-5	-4	-1	0.1	3.7	-6	24
CC1CC(C)(C)Nc2ccc(N=O)cc21 (stereo not drawn)	i	-0.7	-8	6	-7	3	0.2	13	8	-4
COc1ccccc1OCCSc1nc2ccc([N+](=O)[O-])cc2s1	2.6	.	-3	2	3	-2	1.1	1.6	-15	-11
O=C(Nn1cnc2ccccc2c1=O)c1ccccc1[N+](=O)[O-]	-0.8	0.0	-1	-4	-7	1	0.8	-1.3	-4	0
CCN1CCN(C(=O)c2cc3c(=O)oc4ccc(C)cc4c3s2)CC1	-0.2	1.9	-11	-8	1	-2	-0.9	-0.1	-4	3
COc1ccc(S(=O)(=O)N(C)c2ccc(C(=O)N3CCOCC3)cc2)cc1	i	.	-1	-4	-4	1	-0.5	-0.8	-7	-9
CC1SCC(NC(=O)c2ccccc2Cl)CS1 (stereo not drawn)	-0.8	1.7	-3	3	5	3	0.1	.	-13	28
COc1ccc(C(=O)N/C(=C\c2ccc(OC)c(OC)c2)C(=O)N2CCCCC2)cc1	-4.0	0.4	-2	1	26	0	-1.2	-0.9	12	7
Cn1c(SCc2ccccn2)nnc1-c1ccncc1	-0.4	.	0	-2	1	1	0.1	-0.2	-12	14
CSc1cccc(NC(=O)CN(C)S(=O)(=O)c2ccc(C)cc2)c1	.	.	-14	-2	-7	4	-0.3	2.1	10	36
CCCCOc1ccc(-c2c(C(=O)Nc3ccccc3)c(C)[nH]c(=S)c2C#N)cc1	-0.2	.	3	5	-7	9	0.6	-0.6	0	4
CCOc1ccc(NC(=O)CSc2ccc(-c3ccccn3)nn2)cc1	i	.	-1	16	4	0	0.4	22	-3	-12
COc1ccc(Cl)c2sc(N3CCN(C(C)=O)CC3)nc12	-3.8	2.3	-6	8	12	-2	0.5	-1.0	-1	-9
Oc1[nH]c2ccccc2c1/C=N/c1nccs1	0.1	.	8	.	4	-5	0.5	0.2	18	8
N#Cc1ccccc1	-0.3	1.1	5	6	-3	.	0.0	-0.1	1	.
CC(=O)Nc1ccc(CN2CCN(C3CCCC3)C(CCO)C2)cc1 (stereo not drawn)	0.6	-0.3	-2	-5	7	-10	0.4	-1.7	2	13
O=C(CCS(=O)(=O)c1ccccc1)N1CCCc2ccccc21	-0.3	0.6	0	-5&-1	-1	-5	-0.7	-0.6	-1	11
Cc1ccnc(NS(=O)(=O)c2ccc(NC(=O)C(C)(C)C)cc2)n1	i	0.6	1	-8	9	1	0.3	0.7	8	-7
COc1ccccc1COC(=O)CN1C(=O)NC2(CCCCC2C)C1=O (stereo not drawn)	-2.1	1.7	.	3	-2	.	.	-1.6	5	.
NC(Cc1ccc2nsnc2c1)C(=O)O (stereo not drawn)	i	0.7	2	0	-2	1	8.5	0.8	-1	.
Clc1cc(Br)ccc1OCCn1ccnc1	-0.3	.	-8	-1	-3	2	0.5	-1.0	-3	16
CCN1C(=O)c2ccccc2Sc2ccc(C(=O)NCCC(C)C)cc21	i	-3.8	-11	-9	29	-3	-4.0	2.5	7	-3
O=C(NCc1ccccc1)C1=C[C@@H](c2ccc3c(c2)OCO3)C[C@@H](OCc2ccc(CO)cc2)O1	i	0.0&0.0&0.2	-3	9	9	.	0.1	2.0	3	.
CCOC(=O)C(C)N1C(=O)S/C(=C\c2ccc(-c3ccccc3C(=O)O)o2)C1=O (stereo not drawn)	-1.4	0.9	-1	-8	1	-1	1.6	0.1	17	10
Fc1ccc2cc(CCO[C@H]3CCCCO3)ncc2c1	1.3	0.8	-3	-11	5	.	-0.3	0.7	0	.
O=S1(=O)CCC(NC(=S)NCCNC(=S)NC2CCS(=O)(=O)C2)C1 (stereo not drawn)	1.2	.	1	1	-5	-3	0.2	-1.4	-25	39
COc1ccc(C(=O)NCc2nnc(SCC(=O)Nc3cccc(C(F)(F)F)c3)o2)cc1OC	-2.0	.	-1	-7	-13	6	0.9	1.5	7	12
COc1ccc(S(=O)(=O)NCCC(=O)N2CCCN(C)CC2)cc1	-0.3	0.2	-2	-20	-4	.	0.2	-0.5	1	.
O=c1oc(-c2ccccc2NS(=O)(=O)c2ccc3ccccc3c2)nc2ccccc12	-0.1	.	0	-8	-12	11	-0.8	-0.5	2	7
O=C(c1ccc2nc3ccc(Cl)cc3c(=O)n2c1)N1CCC2(CC1)OCCO2	-0.2	.	1	-16	15	3	2.6	-0.3	-46	.
CC1=NN(c2ccc(C)c(C)c2)C(=O)/C1=C/c1ccc2c(c1)n(C)c(=O)n2C	-0.4	.	-2	-4	-8	2	-0.7	-1.4	5	-4
Cc1ccc(C)c(OCC(=O)NNC(=O)c2ccc(NC(=O)C3CC3)cc2)c1	-0.7	0.1	2	-2	8	-1	2.1	0.0	4	2
Cc1onc(-c2ccccc2Cl)c1C(=O)OCC(=O)N1CCCc2ccccc21	-0.3	.	-2	-3	14	4	-0.3	0.7	14	27
COCCNC(=O)CN(C(=O)Cn1nnc2ccccc21)c1cccc(C)c1C	1.5	4.8	-6	7	4	-2	-0.8	-0.4	2	7
Cc1ccc(-n2ncc3c2CCCC3NC(=O)CCc2cnn(C)c2)cc1C (stereo not drawn)	-0.3	-0.2	-1	6	6	10	0.0	-0.8	-5	19
COc1ccc(C(=O)N2CCCC(C(=O)O)C2)c2ccccc12 (stereo not drawn)	-0.2	-0.3	-1	-10	-2	-8	3.1	0.4	7	30
CCn1c(-c2ccccc2Cl)nn(CC(=O)Nc2ccccc2C)c1=S	-0.7	.	-4	-22	-4	-4	-0.6	-0.7	17	21
COC(=O)Cc1ccc(NC(=O)c2ccc(NC(=O)c3ccco3)cc2)cc1	-0.1	0.4	-4	2	35	1	0.8	-1.1	-7	-12
O=C(/C=C/c1cccc(C(F)(F)F)c1)N1CCN(c2ccccn2)CC1	i	3.2	0	-12	-2	-1	2.1	0.1	10	-14
c1ccc(C(c2ccccc2)N2CCN(C(c3ccccn3)c3nnnn3C3CCCC3)CC2)cc1 (stereo not drawn)	0.0	.	-1	0	4	6	0.5	-2.6	.	47
O=C(NC(=S)NNC(=O)c1cccs1)c1ccccc1	-0.4	-2.4	-1	3&-12	-8	-6	-1.1	19	17	18
(next part)
SMILES	Vc quorum ag	TcdB GH inh	Anthrax LF prot	PriA SSB inh	Yp Topo-I inh	3CLpro inhibitor	BoNT-A LC inh2	PfHsp40 rescue	CCHF vOTU inh	VHR inh abs
CN1CCN(C(c2ccc(F)cc2)c2nnnn2Cc2cccs2)CC1 (stereo not drawn)	-0.2	.	-2	-15	-4	3	-0.1	13	4	-1
Cc1cc(C)nc(SCc2ccc(C(=O)N/N=C/C3CCCCC3)cc2)n1	-1.0	1.1	0	.	8	6	-0.3	0.3	0	7
COc1ccc(S(=O)(=O)N2CCC(NC(=O)C(Cc3cccc(OC)c3OC)NC(C)=O)CC2)cc1 (stereo not drawn)	-0.2	2.1	-3	-3	-2	0	-1.1	-0.2	-25	26
Cc1onc(-c2ccccc2)c1C(=O)Nc1ncc([N+](=O)[O-])s1	i	-0.9	4	-9	-2	4	-1.2	0.9	15	-52
CCOC(=O)/C(C#N)=C/c1cn(CCC(=O)O)nc1-c1ccccc1	0.0	.	-3	-9	5	3	-0.6	0.9	6	12
CC(=O)NC1=C(NC2CCS(=O)(=O)C2)C(=O)c2ccccc2C1=O (stereo not drawn)	-0.4	.	-5	-5	-6	0	-0.2	2.9	42*	9
Nc1ccc(NC2C[C@@H](C(=O)O)NC2=O)cc1 (stereo partly drawn)	-0.1	0.4	0	8	3	1	0.0	1.6	-2	20
CCN(CC)CCCNc1nc(N)c([N+](=O)[O-])c(N2CCCCCC2)n1	i	0.4	-7	3	-10	-2	-2.3	0.4	-8	17
CC(C)N(O)C(=O)NC(C)(C)C	-3.6	.	-2	-2	0	-5	-2.3	6.4	5	-6
CCOc1cc(/C=C2\NC(=S)N(c3c(C)n(C)n(-c4ccccc4)c3=O)C2=O)ccc1O	i	-6.0	2	-7	-8	-1	0.2	-0.2	8	3

Brought forward from above: five entries, then new ones.
SMILES	Vc quorum ag	TcdB GH inh	Anthrax LF prot	PriA SSB inh	Yp Topo-I inh	3CLpro inhibitor	BoNT-A LC inh2	PfHsp40 rescue	CCHF vOTU inh	VHR inh abs
CC(=O)NC1=C(NC2CCS(=O)(=O)C2)C(=O)c2ccccc2C1=O (stereo not drawn)	-0.4	.	-5	-5	-6	0	-0.2	2.9	42*	9
Nc1ccc(NC2C[C@@H](C(=O)O)NC2=O)cc1 (stereo partly drawn)	-0.1	0.4	0	8	3	1	0.0	1.6	-2	20
CCN(CC)CCCNc1nc(N)c([N+](=O)[O-])c(N2CCCCCC2)n1	i	0.4	-7	3	-10	-2	-2.3	0.4	-8	17
CC(C)N(O)C(=O)NC(C)(C)C	-3.6	.	-2	-2	0	-5	-2.3	6.4	5	-6
CCOc1cc(/C=C2\NC(=S)N(c3c(C)n(C)n(-c4ccccc4)c3=O)C2=O)ccc1O	i	-6.0	2	-7	-8	-1	0.2	-0.2	8	3
O=C(Nc1cccc([N+](=O)[O-])c1)N1CCc2ccccc2C1	-0.2	0.8	2	8	0	-4	3.0	0.4	-4	32
CC1CCN(CCNC(=O)C2CCCN(S(=O)(=O)c3cccc4nonc34)C2)CC1 (stereo not drawn)	-0.5	.	14	-5	-8	-3	11	-1.4	10	15
NC1=NC(=O)/C(=C/c2cc(Br)c(O)c(Br)c2)S1	0.0	-0.3	-4	2	3	-3	-3.6	-1.5	-3	20
c1ccc2c(-c3nn[nH]n3)cccc2c1	-0.2	.	0	-11	-4	5	-0.9	0.9	-11	-5
CCOc1ccc(NC(=O)c2ccccc2O)cc1	-17	.	-8	0	-8	2	-0.6	1.7	4	0
O=C(COC(=O)c1ccc(F)cc1F)Nc1ncccn1	-0.1	1.7	-5	4	3	3	-0.1	2.8	-6	-15
CC1(C)CC(=O)C=C(c2cc3ccccc3s2)C1	i	1.4	-7	-1	-6	.	0.9	0.5	10	.
COCc1ccc(C(=O)N2CCCC(Nc3ccc(C(C)C)cc3)C2)s1 (stereo not drawn)	-0.3	1.6	1	6	11	4	-0.3	0.3	-1	14
CCOc1ccccc1N1CCN(C(=O)NCc2ccc(Cl)cc2)CC1	-0.4	0.5	0	-2	19	0	0.1	1.0	3	26

High-throughput results from PubChem BioAssay.
